Assay outcomes from PubChem BioAssay.
Vif-A3F inh = qHTS for Inhibitors of Vif-A3F Interactions: qHTS | Potency, µM (series often up to 46.1 µM), for the others: at the top dose activity, negative = active | 0.2% of 390,000 active | HeLa A3F-eYFP + Vif (tagged APOBEC3F with the HIV-1 protein that degrades it), YFP fluorescence increase; further: potency means the concentration at half of the fitted maximal effect; % of control where 0% means no effect; nearly all actives have a fitted effect of over 65% in size
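HeLa cells stably expressing A3F-eYFP plus Vif, plated and incubated overnight at 37 deg C, then exposed to compounds overnight at 37 deg C. Blocked degradation read as raised yellow fluorescence (Ex 488/Em 500-530).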
Vif-APOBEC3G blk = qHTS for Inhibitors of Vif-A3G Interactions: qHTS; DNA dC->dU-editing enzyme APOBEC-3G (Homo sapiens), Q9HC16; HeLa A3G-eYFP + Vif (tagged APOBEC3G with the HIV-1 protein that degrades it), YFP fluorescence, overnight; Potency, µM (top dose mostly 46.1 µM), without a hit: top-dose activity, negative = active, actives largely listed as inhibitors; 0.076% of 410,000 active;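 further: potency means the concentration at half of the fitted maximal effect; on the % scale 0 is the no-effect control and ±100 the full control effect; nearly all actives have a fitted effect of over 60% in size; hits raise eYFP signal because A3G escapes Vif-driven loss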
Target sequence (Q9HC16 whole entry, looked up): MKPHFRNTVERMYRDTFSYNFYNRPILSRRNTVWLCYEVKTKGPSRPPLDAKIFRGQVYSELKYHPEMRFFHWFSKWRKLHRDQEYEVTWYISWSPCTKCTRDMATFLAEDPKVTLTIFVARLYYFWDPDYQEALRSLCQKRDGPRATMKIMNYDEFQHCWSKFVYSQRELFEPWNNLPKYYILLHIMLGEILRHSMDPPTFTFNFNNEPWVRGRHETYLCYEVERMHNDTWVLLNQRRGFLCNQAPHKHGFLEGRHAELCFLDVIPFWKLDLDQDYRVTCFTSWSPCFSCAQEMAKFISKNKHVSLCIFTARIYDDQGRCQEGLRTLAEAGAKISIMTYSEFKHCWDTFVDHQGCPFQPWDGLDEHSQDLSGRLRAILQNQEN
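HeLa cells stably expressing Vif and C-terminally eYFP-tagged A3G, seeded overnight at 37 deg C, then exposed to compound by pintool overnight at 37 deg C. Rise in yellow fluorescence (Ex 488/Em 500-530, Acumen) marks blocked Vif-driven A3G degradation.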
D1 agonist = Allosteric Agonists of the Human D1 Dopamine Receptor: qHTS; D(1A) dopamine receptor (Homo sapiens), P21728; activation, % at 2 µM; AID 504660, 2011; 1% of 360,000 active; HEK293 T-REx D1 cells, calcium flux, agonist mode; in the data active means activation above about 30%; further: 0% is about no effect
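Inducible HEK293 T-REx D1 cells, force-coupled to calcium signalling, were plated at 4000 cells/well with tetracycline and held overnight at 30 C. After no-wash calcium dye loading, compound-evoked calcium rise over 180 s flagged agonists.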
D2 PAM = HTS Assay for Positive Allosteric Modulators of the Human D2 Dopamine Receptor: Primary Screen for Potentiators | HEK293 T-REx D2, calcium flux, EC20 dopamine potentiation | 0.34% of 340,000 active | potentiation, % at 10 µM;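 active means potentiation over 3 SD above the plate norm, cut at about 30% in these data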; further: 0% is about no effect
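Using a no-wash calcium dye in inducible, force-coupled HEK293 Trex cells expressing D2, we tracked fluorescence each second for 180 s after compound, then for 180 s after EC20 dopamine to detect augmented signalling.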
D1 PAM = Potentiators of Human D1 Dopamine Receptor: qHTS | HEK293 TREx D1 cells, calcium flux, dopamine EC20 potentiation | potentiation, % at 10 µM | 0.036% of 360,000 active | AID 504651, 2011; in the data active means potentiation above about 30%; further: 0% is about no effect
D1 antagonist = Antagonist of Human D 1 Dopamine Receptor: qHTS. HEK293 TREx D1 cells, calcium flux, dopamine EC80; hits give low values. activity change, negative = inhibition, % at 10 µM. 3.2% of 360,000 active. AID 504652, 2011; in the data active means activity change below about -30%; further: on the % scale 0 is the no-effect control and ±100 the full control effect
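Kinetic fluorescence of a calcium dye serves as the read-out. D1-expressing Hek293 Trex cells, induced overnight at 30 C, are exposed to compound for 180 s before an EC80 dopamine addition, then read 180 s further.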
RXFP1 antagonist = qHTS Assay for Antagonists of the Relaxin Receptor RXFP1. Relaxin receptor 1 (Homo sapiens), Q9HBX9. 0.59% of 350,000 active. HEK293-RXFP1, relaxin-stimulated cAMP HTRF, 30 min; hits give low values. activity change, negative = inhibition, % at 57.5 µM;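 active means activity change of -60% or lower, but not beyond a set lower limit; inconclusive means change between -60% and -40%, or beyond the set limit; inactive means change above -40%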; further: on the % scale 0 is the no-effect control and ±100 the full control effect
Target sequence (Q9HBX9 whole entry, looked up): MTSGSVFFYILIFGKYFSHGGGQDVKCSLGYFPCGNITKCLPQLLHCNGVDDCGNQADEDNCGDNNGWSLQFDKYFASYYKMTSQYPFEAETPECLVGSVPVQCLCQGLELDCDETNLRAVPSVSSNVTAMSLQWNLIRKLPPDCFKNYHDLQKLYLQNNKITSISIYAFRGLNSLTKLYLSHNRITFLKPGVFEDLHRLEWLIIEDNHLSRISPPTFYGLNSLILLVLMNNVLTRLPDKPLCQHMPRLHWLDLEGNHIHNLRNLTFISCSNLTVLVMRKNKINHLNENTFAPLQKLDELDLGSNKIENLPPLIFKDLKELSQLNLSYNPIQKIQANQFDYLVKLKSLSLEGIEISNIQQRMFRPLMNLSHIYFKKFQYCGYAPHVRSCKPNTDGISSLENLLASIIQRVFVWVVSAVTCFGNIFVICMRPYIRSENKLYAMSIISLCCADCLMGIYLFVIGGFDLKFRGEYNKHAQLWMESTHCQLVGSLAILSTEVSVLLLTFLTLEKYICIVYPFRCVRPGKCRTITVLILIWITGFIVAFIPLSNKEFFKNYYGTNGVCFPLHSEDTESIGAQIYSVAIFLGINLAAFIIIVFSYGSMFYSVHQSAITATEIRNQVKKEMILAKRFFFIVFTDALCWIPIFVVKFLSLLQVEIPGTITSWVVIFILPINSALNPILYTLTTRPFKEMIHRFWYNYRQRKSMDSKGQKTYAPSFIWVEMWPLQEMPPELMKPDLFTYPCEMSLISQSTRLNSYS
Glioma ERSR ind = qHTS for Inducers of the Endoplasmic Reticulum Stress Response (ERSR) in Human Glioma: qHTS. AID 602332, 2012. 0.02% of 420,000 active. U87-MG GRP78 promoter luciferase reporter, 16 h. Potency, µM, inactives show top-dose activation, most hits filed as activators; further: potency means the concentration at half of the fitted maximal effect; series mostly up to about 76 µM; % of control where 0% means no effect; nearly all actives have a fitted effect of over 35% in size
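ERSR induction read as luciferase luminescence (Bright-Glo, 10 min at room temperature) in stably transfected human U87-MG glioma cells exposed to compounds for 16 h, using GRP78 as sensor.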
RXFP1 agonist = qHTS Assay for Agonists of the Relaxin Receptor RXFP1. Relaxin receptor 1 (Homo sapiens), Q9HBX9. HEK293T-RXFP1 cAMP TR-FRET, 30 min; response scale: percent of porcine relaxin response, buffer zero. Potency, µM (top dose mostly 57.5 µM), for inactives: at the top dose activation, hits mostly activators. 0.3% of 370,000 active. AID 2676, 2010; further: potency means the concentration at half of the fitted maximal effect; on the % scale 0 is the no-effect control and ±100 the full control effect; nearly all actives have a fitted effect of over 60% in size; many of its hits are not listed in these tables
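Agonist response is measured as cAMP accumulation in an RXFP1-transfected HEK293T line under PDE4 inhibition. Values are scaled between buffer-only and 29 nM porcine relaxin, and EC50s come from standard Hill equation fits.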
Starred values were filed as active, the others as inactive; ? = inconclusive; . = no result given; & = joins results of further samples. Unless noted, the call rests on the fitted dose curve; in most records, active means well fitted curve in the direction sought with a large enough effect; inconclusive means small, poorly fitted or top-dose-only effect, or another doubt; inactive means no such curve, though single readings can be large; an effect the other way counts as inactive or inconclusive. These rows are one share of the data; count on the stated rates, not on these rows.

SMILES | Vif-A3F inh | Vif-APOBEC3G blk | D1 agonist | D2 PAM | D1 PAM | D1 antagonist | RXFP1 antagonist | Glioma ERSR ind | RXFP1 agonist
O=C(O)c1ccc(OC2CSC2)cc1 | 2% | -2% | 1 | 12 | 2 | 12 | 1 | -1% | 1.5%
O=C(O)c1ccccc1C(=O)c1ccc(F)c(F)c1 | 5% | 2% | . | . | . | . | 8 | -2% | .
CC1(C)CC(=O)c2c(nn(-c3ccccc3)c2-c2ccncc2)C1 | 1% | 0% | -1 | -1 | -5 | -12 | -5 | -4% | 0.5%
Cc1cc(=O)oc2cc(OCC(=O)OCC(=O)NC(C)C)ccc12 | 3% | 0% | 2 | -1 | -2 | . | -8 | -4% | 3.3%
COc1ccc(C(=O)OCC(=O)N2CCN(C(=O)c3ccco3)CC2)c(OC)c1OC | -1% | 1% | . | . | . | . | -1 | -4% | .
O=C(NN=Cc1ccccc1O)C(O)c1ccccc1 (stereo not given) | -20% | -1% | . | . | . | . | -3 | -1% | .
C/C(=N/NC(=O)C1CCCC1)c1ccc(NC(=O)C(F)(F)F)cc1 | . | . | 0 | 0 | -6 | -10 | . | . | -0.2%
O=C(COC(=O)c1ccc(S(=O)(=O)N2CCCCC2)cc1)NC1CCCCC1 | -1% | 1% | . | . | . | . | 1 | -3% | .
COc1ccc2c(c1)-c1c(ssc1=S)C(C)(C)N2 | -1% | 1% | 0 | 3 | -4 | 5 | 7 | -3% | -1.4%
COc1ccc(C2c3ccc(O)cc3Oc3ncn(Cc4ccco4)c(=N)c32)cc1 (stereo not given) | ? | -13% | 0 | -2 | 0 | -17 | -3 | -4% | -0.9%
COc1cc(CN2C(=O)C(NC(=O)c3ccco3)(C(F)(F)F)C3=C2CC(C)(C)CC3=O)cc(OC)c1 (stereo not given) | -3% | -4% | -1 | -4 | 0 | . | 4 | -5% | 1.1%
COc1ccc2[nH]c(C)c(CCNC(=S)Nc3ccc(F)cc3)c2c1 | ? | 0% | 8 | . | -3 | -4 | 2 | -3% | 0.8%
Cn1c(=O)c2c(nc(Br)n2CCSc2nc3ccccc3o2)n(C)c1=O | -1% | -1% | 1 | 1 | -7 | -17 | -9 | -7% | 3.2%
COC(=O)CSCc1nc2ccccc2[nH]c1=O | ? | -11% | 6 | 3 | -4 | 31 | . | -3% | 4.9%
C=CCSc1nc(N)c(C(=O)Nc2ccccc2C)cc1C(N)=O | -1% | -2% | 7 | -8 | -6 | -2 | -7 | -2% | 0.3%
COC(=O)c1ccc(NC(=O)CSc2ccc(-c3sc(-c4ccccc4)nc3C)nn2)cc1 | 0% | 3% | 0 | 1 | -6 | -46* | -12 | 7% | 2.6%
COc1ccc(S(=O)(=O)N2CCCC2)cc1NC(=O)c1ccccc1 | -7% | 3% | 1 | 12 | 3 | 6 | -9 | -6% | -0.6%
COc1ccc(CNC(=O)CSc2nnc3c(Cl)cc(C(F)(F)F)cn23)cc1OC | -8% | -3% | 0 | -2 | 4 | -5 | 4 | -4% | -1.3%
Cc1ccc(-c2ccc(/C=N/NC(=O)Cc3nnc(N)s3)o2)cc1Cl | ? | -11% | 2 | 13 | -3 | 3 | -5 | -5% | -0.6%
CC(C)C(=O)Nc1nnc(CCc2nnc(NC(=O)C(C)C)s2)s1 | -9% | 1% | 1 | 6 | 5 | 0 | 0 | 0% | 1.9%
COc1ccc(CCn2c(NN=C3CCCCC3)nc3c2c(=O)[nH]c(=O)n3C)cc1 | -17% | -18% | 0 | 7 | -3 | 16 | -19 | 2% | 0.0%
Cc1ccc(CN2CCN(Cc3cc4ccccc4o3)CC2CCO)cc1 (stereo not given) | 0% | 0% | 4 | -19 | 5 | 1 | -5 | -4% | -4.3%
Cc1ccc(Nc2nc(N)nc(N)c2S(=O)(=O)c2ccccc2)cc1 | 0% | -22% | 1 | 2 | -4 | 5 | . | -3% | 0.2%
COc1cc(-c2noc(C)c2C#CC2(N)CCCCC2)cc(OC)c1OC | -1% | 1%&-1% | 2 | -13 | 7 | 2 | . | -6%&-3% | 0.4%
CCCCNc1c([N+](=O)[O-])ncn1C | -17% | 0% | 2 | . | -4 | 5 | 3 | -2% | -0.3%
O=C(Nc1ccc2c(c1)OCO2)Nc1ccc(F)cc1F | -3% | 6% | 6 | 3 | -1 | 9 | -9 | 7% | 2.3%
O=C(Cc1ccc(-n2c(=O)[nH]c3ccccc3c2=O)cc1)N1CCN(c2cccc(Cl)c2)CC1 | 0% | 0% | 2 | -1 | -3 | -9 | -4 | -4% | -2.3%
C[C@H]1CN([C@@H](C)CO)C(=O)CCCn2nncc2CO[C@@H]1CN(C)Cc1ccccc1 | -1% | 4% | . | . | . | . | -6 | -6% | .
CC(=O)Nc1ccc(N2C(=O)CSC2c2ccccc2)cc1 (stereo not given) | -7% | -7% | 7 | -11 | -2 | 5 | -7 | 10% | 0.0%
COc1cc2c(cc1OC)CN(C(=O)CCc1c[nH]c3ccccc13)[C@H](C(=O)O)C2 | -8% | -3% | 1 | 1 | -7 | -4 | 4 | -6% | -1.7%
C=CCn1c(=O)[nH]c(=O)c2c(N)c(C(=O)c3ccc(OC)cc3)sc21 | -8% | 0% | . | . | . | . | -22 | -1% | .
COc1ccc(S(=O)(=O)N2CCC(C(=O)N[C@@H](C)C(=O)NC3CCCC3)CC2)cc1 | 1% | 2% | 0 | -11 | -2 | 54 | 11 | 4% | 0.6%
Cc1ccc(Nc2ccc(N3CCN(C(=O)c4ccc([N+](=O)[O-])cc4)CC3)nn2)cc1 | -4% | -3% | -3 | -5 | -1 | . | -1 | -2% | -0.6%
Cc1c(CC(=O)NCCc2ccc(Cl)cc2)c(=O)oc2c(C)c3occ(C(C)(C)C)c3cc12 | -14% | -1% | 1 | -3 | 0 | 0 | -1 | -2% | 1.9%
COCCn1c(N)c(N(Cc2ccccc2)C(=O)c2ccc(N3CCCC3=O)cc2)c(=O)[nH]c1=O | -15% | -5% | . | . | . | . | 3 | -1% | .
CC1(C)CC(=O)N(c2cccc(C(F)(F)F)c2)C(=O)C1 | 1% | 0% | 1 | 11 | -4 | -7 | -5 | -6% | -1.6%

Whole records from above. Values in the order: Vif-A3F inh	Vif-APOBEC3G blk	D1 agonist	D2 PAM	D1 PAM	D1 antagonist	RXFP1 antagonist	Glioma ERSR ind	RXFP1 agonist
COc1ccc(S(=O)(=O)N2CCC(C(=O)N[C@@H](C)C(=O)NC3CCCC3)CC2)cc1 as listed: 1%	2%	0	-11	-2	54	11	4%	0.6%
COc1ccc2c(c1)-c1c(ssc1=S)C(C)(C)N2 as listed: -1%	1%	0	3	-4	5	7	-3%	-1.4%
COc1cc2c(cc1OC)CN(C(=O)CCc1c[nH]c3ccccc13)[C@H](C(=O)O)C2 as listed: -8%	-3%	1	1	-7	-4	4	-6%	-1.7%
CC1(C)CC(=O)c2c(nn(-c3ccccc3)c2-c2ccncc2)C1 as listed: 1%	0%	-1	-1	-5	-12	-5	-4%	0.5%

Continued:
SMILES | Vif-A3F inh | Vif-APOBEC3G blk | D1 agonist | D2 PAM | D1 PAM | D1 antagonist | RXFP1 antagonist | Glioma ERSR ind | RXFP1 agonist
Cc1c(NC(=O)c2cc3nc(-c4ccccc4)cc(C)n3n2)c(=O)n(-c2ccccc2)n1C | 1% | -8% | 3 | -7 | -3 | -18 | -4 | -1% | -1.5%
Cc1ccc(S(=O)(=O)c2nc(-c3ccc(Cl)cc3)oc2N2CCCCCC2)cc1 | 1% | 2% | 0 | -4 | -3 | 5 | -9 | -2% | -0.1%
COC(=O)c1c(C)[nH]c(C(=O)C(C)OC(=O)c2cc(C)oc2C)c1C (stereo not given) | -3% | 3% | 13 | 6 | 4 | -16 | -21 | -1% | -1.1%
C/C(=C\c1ccc(Cl)cc1)C(=O)c1c(C)cc(C)[nH]c1=O | 6% | -2% | -1 | 13 | -5 | -17 | 2 | -4% | -0.5%
O=C(Cn1c(=O)n(Cc2ccco2)c(=O)c2ccccc21)Nc1ccc(Cl)cc1Cl | -14% | -4% | 1 | -4 | 0 | 0 | . | -1% | 2.9%
CCn1c(=O)sc2cc(NS(=O)(=O)c3ccc(C)cc3)ccc21 | -4% | 1% | 13 | -4 | -4 | 0 | . | 0% | 2.2%
Cc1ccc(NC(=O)CN2C(=O)CCc3cc(S(=O)(=O)N4CCCCC4)ccc32)cc1C | 5% | 3% | 17 | 12 | 1 | 0 | . | 0% | -0.6%
COc1ccc(CCNC(=O)COC(=O)CNS(=O)(=O)c2ccc(SC)c([N+](=O)[O-])c2)cc1 | -19% | 9% | 5 | 16 | -6 | -29 | -6 | -3% | -0.9%
CC(C)n1c(SCc2cc(=O)[nH]c3ccccc23)nc2c1c(=O)n(C)c(=O)n2C | 0% | 0% | 4 | . | -6 | 18 | 18 | -1% | 2.8%
O=C(Oc1coc(CSc2nnc(NC(=O)C3CC3)s2)cc1=O)c1c(F)cccc1F | 7% | 1% | 2 | 3 | -3 | 19 | 1 | -7% | 5.4%
COC(=O)CC1=NC(=O)CS1 | -2% | -28% | 3 | 5 | 1 | 4 | -4 | 1% | -0.3%
CC1CCN(c2c([N+](=O)[O-])nn(-c3ccc4c(c3)OCCO4)[n+]2[O-])CC1 | -5% | -1% | 1 | 1 | 6 | 1 | -4 | -8% | 2.7%
O=C(Nc1scc(-c2cccs2)c1C(=O)O)c1cccs1 | 6% | -2% | 3 | 12 | -4 | -84* | -8 | -4% | 0.2%
CCCN1CCc2[nH]c(=S)[nH]c(=O)c2C1 | 4% | -2% | 3 | 13 | -1 | 13 | -3 | -6% | 0.2%
O=c1[nH]c2ccc(S(=O)(=O)N3CCN(c4ccc(F)cc4)CC3)cc2o1 | 2% | 0% | 4 | 3 | 2 | -3 | 5 | 0% | -1.7%
CN(C)c1ccc(CNC(=O)C2CCN(c3nnc(-n4cccc4)s3)CC2)cc1 | -2% | 1% | 0 | -10 | -2 | 6 | . | -5% | -0.7%
